Bioassay records as filed in PubChem BioAssay.
aSyn yeast inh – rescues yeast growth from alpha-synuclein toxicity; Yeast expressing alpha-synuclein, growth rescue, BacTiter-Glo, 24 h; AID 652106; actives 0.14% (n = 370,000); Potency, µM (doses to about 46.1 µM), inactives show at the highest dose growth rescue (activation), hits mostly activators; also: potency is read from the fitted curve at half-maximal effect; % of control where 0% means no effect; nearly all actives have a fitted effect of over 65% in size
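Galactose-induced alpha-syn yeast (OD600=0.02, raffinose-pregrown) + pinned cpd, 24 hr, 30 deg C; growth by BacTiter-Glo luminescence. Growth restoration scores as activation.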
TDP-43 yeast inh – rescues yeast growth from TDP-43 toxicity; actives 1.8% (n = 410,000); Potency, µM (highest dose often 46.1 µM), for inactives: top-dose growth rescue (activation), actives largely listed as activators; TDP-43 expressing yeast growth rescue, BacTiter-Glo, 24 h; also: potency is read from the fitted curve at half-maximal effect; % of control where 0% means no effect; nearly all actives have a fitted effect of over 50% in size
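Yeast expressing TDP-43 (pregrown in raffinose, seeded at OD600=0.02 in galactose medium) exposed to compounds 24 hr at 30 deg C. Growth read by BacTiter-Glo luminescence; rescue of toxicity appears as increased signal.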
GLP1R inv ag – inverse agonists of human GLP-1 receptor; AID 624417; HEK293 GLP-1R CRE-luciferase, luminescence, 24 h; GLP-1R form is constitutively active; P43220; actives 1.6% (n = 410,000); Potency, µM (highest dose often 38.3 µM), for the others: top-dose activity change, negative = inhibition, hits mostly inhibitors; also: potency is read from the fitted curve at half-maximal effect; % is scaled to controls: 0 for no effect and ±100 for the full control effect; nearly all actives have a fitted effect of over 55% in size
Target sequence (P43220 whole entry, looked up): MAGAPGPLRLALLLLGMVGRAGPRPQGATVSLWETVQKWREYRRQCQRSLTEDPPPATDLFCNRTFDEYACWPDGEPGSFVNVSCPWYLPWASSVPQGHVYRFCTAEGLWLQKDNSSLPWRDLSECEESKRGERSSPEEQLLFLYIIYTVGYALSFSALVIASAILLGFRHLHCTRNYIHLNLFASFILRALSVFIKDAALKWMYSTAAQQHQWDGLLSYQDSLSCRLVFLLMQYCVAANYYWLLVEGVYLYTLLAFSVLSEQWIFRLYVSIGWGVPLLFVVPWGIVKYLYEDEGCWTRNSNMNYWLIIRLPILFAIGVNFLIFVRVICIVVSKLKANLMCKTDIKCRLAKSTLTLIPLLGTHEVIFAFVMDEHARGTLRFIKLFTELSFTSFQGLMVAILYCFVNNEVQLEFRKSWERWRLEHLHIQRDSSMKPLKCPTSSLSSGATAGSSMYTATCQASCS
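qHTS in 1536-well format: reporter HEK293 cells expressing constitutive GLP-1R activity in DMEM + 10% Nu serum, 24 hr with compounds at 37 deg C, luminescence read after 12 min with detection reagent.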
FUS yeast rescue – FUS proteinopathy suppression in yeast; S. cerevisiae FUS-expressing, growth rescue, OD600, 24 h; Potency, µM (highest dose often 76.6 µM), inactives show at the highest dose growth rescue (activation), actives largely listed as activators; actives 0.24% (n = 390,000);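 also: potency is read from the fitted curve at half-maximal effect; plate controls were DMSO vehicle for no effect and reference control for full effect; nearly all actives have a fitted effect of over 55% in size; some results filed as inactive show a strong effect at the top dose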
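Read-out: OD at 600 nm after 24hr at 30C, reporting rescue of FUS-induced yeast toxicity. Cells at OD 0.005 in galactose (2%) minimal medium; compounds tested in a dilution series; CP55940 titration from 92uM final as control.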
Abeta yeast res – restores growth of yeast expressing A-beta42 peptide; yeast expressing A-beta42, growth rescue, OD600, 48 h; response scale: 0% DMSO, 100% iron-clioquinol control; Potency, µM (highest dose often 46.1 µM), for inactives: top-dose growth rescue, most hits filed as activators; actives 0.063% (n = 410,000); also: potency is read from the fitted curve at half-maximal effect; nearly all actives have a fitted effect of over 55% in size
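Growth rescue measured by 600 nm absorbance after 48 h yeast culture at 30 C with compound. Values normalized between DMSO and an equimolar ferric chloride plus clioquinol control.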
MmCpn inh – M. maripaludis TRiC chaperonin inhibition. Potency, µM (series often up to 76.9 µM), for the others: at the top dose activity, negative = inhibition, most hits filed as inhibitors. purified Mm-Cpn ATPase, ADP Transcreener TR-FRET. actives 0.031% (n = 330,000); also: potency is read from the fitted curve at half-maximal effect; % is scaled to controls: 0 for no effect and ±100 for the full control effect; nearly all actives have a fitted effect of over 80% in size
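ATPase read-out: TR-FRET ADP immunoassay (anti-ADP Eu cryptate vs ADP-d2), ex 320 nm, em 590/665 nm; signal drops as ADP forms. Enzyme 25 nM, ATP 10 uM, 30 min at 37°C after 10 min compound preincubation.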
PTHR1 agonist – activates the human parathyroid hormone receptor PTHR1. Q03431. HEK293 GP2 PTHR1 cells, GloSensor cAMP luminescence, 1 h. Potency, µM (top dose mostly 115 µM), inactives show at the highest dose activation, actives largely listed as activators. actives 0.075% (n = 410,000); also: potency is read from the fitted curve at half-maximal effect; nearly all actives have a fitted effect of over 55% in size; some results filed as inactive show a strong effect at the top dose; inactives centre near -15; many of its hits are not listed in these tables
Target sequence (Q03431 whole entry, looked up): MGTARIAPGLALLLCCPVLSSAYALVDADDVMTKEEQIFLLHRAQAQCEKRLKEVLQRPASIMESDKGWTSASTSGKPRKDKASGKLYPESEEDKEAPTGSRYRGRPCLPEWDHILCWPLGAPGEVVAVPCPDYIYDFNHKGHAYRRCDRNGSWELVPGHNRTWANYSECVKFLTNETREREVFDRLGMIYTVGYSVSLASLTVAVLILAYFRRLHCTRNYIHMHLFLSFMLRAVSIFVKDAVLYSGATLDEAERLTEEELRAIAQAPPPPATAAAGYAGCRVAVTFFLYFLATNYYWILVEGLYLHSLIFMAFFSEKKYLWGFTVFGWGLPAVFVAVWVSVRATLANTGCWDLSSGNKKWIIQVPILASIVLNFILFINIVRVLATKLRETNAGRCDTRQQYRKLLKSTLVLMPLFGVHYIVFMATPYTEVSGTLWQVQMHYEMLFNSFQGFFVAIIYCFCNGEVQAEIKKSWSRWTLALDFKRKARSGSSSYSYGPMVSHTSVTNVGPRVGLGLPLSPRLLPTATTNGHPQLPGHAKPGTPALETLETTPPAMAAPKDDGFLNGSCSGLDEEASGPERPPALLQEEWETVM
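HEK-293-derived GP2 cells expressing PTHR1 and a GloSensor cAMP reporter, 3,000/well, plated overnight, given luciferin plus IBMX (each 0.5 mM as added) for 1 h at 37 °C, then compound for 1 h at 37 °C. Luminescence was read after 15 min at room temperature.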
pAkt inh – blocks phosphorylation of Akt | Neuro2A IGF-stimulated pAkt S473 HTRF, 20 min; stronger effect = lower value | activity change, % for hits at 50 µM | actives 0.32% (n = 360,000); in the data active = activity change below about -80%; inconclusive = mostly about -51% to -80%; also: % is scaled to controls: 0 for no effect and ±100 for the full control effect
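Single-point screen (50 µM final compound) in Neuro2A cells stimulated 20 min with 6 nM IGF at 37 deg C. After lysis, Ser473-phosphorylated Akt read by HTRF (ex 330 nm, em 615/665 nm) as the 665/615 ratio.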
GLP1R cytotox – cytotoxic in the GLP-1 receptor inverse agonist counter-screen; HEK293 cAMP-luciferase reporter cells, luminescence, 24 h; Potency, µM (doses to about 38.3 µM), for the others: top-dose activity change, negative = inhibition, usual class: inhibitors; actives 0.13% (n = 410,000);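 also: loss of luciferase light is scored as toxicity; potency is read from the fitted curve at half-maximal effect; % is scaled to controls: 0 for no effect and ±100 for the full control effect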
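Luminescence readout: signal drop marks cytotoxicity. Plated cells grew 12 h at 37 °C, 5% CO2, received 23 nL compound for 24 h, then got luciferase reagent, read after 12 min at RT.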
Numbers without * were called inactive; i = inactive; ? = inconclusive; · = not tested or not shown; [ ] = another dose, or the depositor's remark. Unless noted, calls follow the shape of the dose curve; as a rule, active = well fitted curve in the direction sought with a large enough effect; inconclusive = small, poorly fitted or top-dose-only effect, or another doubt; inactive = no such curve, though single readings can be large; an effect the other way counts as inactive or inconclusive. This is a subset, so the mix of outcomes need not match the whole.

SMILES	aSyn yeast inh	TDP-43 yeast inh	GLP1R inv ag	FUS yeast rescue	Abeta yeast res	MmCpn inh	PTHR1 agonist	pAkt inh	GLP1R cytotox
COC(=O)c1nn(-c2ccccc2)c2nnc(Cc3ccc(C)cc3)c(=O)n12	2%	-4%	4%	5%	-19%	0%	-20%	i	3%
Cc1nc(NC(=O)c2ccccc2)sc1C	-6%	-20%	-17%	-14%	-17%	1%	-38%[inhibitor]	i	-10%
CCc1noc(C)c1C(=O)OCC(=O)Nc1ccccc1SC	16%	?	-15%	-1%	-2%	2%	-15%	i	6%
Cc1ccc(OCCC(=O)Nc2ccccc2C(=O)N2CCCCC2)cc1	1%	-4%	-28%	6%	-2%	-3%	-7%	i	-1%
COc1ccccc1C(=O)NCC(=O)N/N=C/c1cn[nH]c1-c1ccccc1	1%	-1%[9.22 µM]	9%	31%	-4%	-2%	-7%	i	-8%
CC(C)CN1CCC(=O)N([C@H](CO)c2ccccc2)CC1	1%	27%	8%	-15%	-5%	-4%	i	i	-1%
Cc1ccccc1OCC(=O)Nc1ccc(N2CCN(C(=O)c3ccco3)CC2)cc1	2%	16µM*	?	27%	?	1%	-35%[inhibitor]	i	?
CCCCCCCCn1c(=O)c(C(=O)OC)c(N)c2ccccc21	-74%[inhibitor]	-92%[inhibitor]	?	2%	-83%[inhibitor]	-2%	-36%[inhibitor]	i	-30%
COC(=O)CCN1CCC(c2cc(-c3cccc(C(F)(F)F)c3)n[nH]2)CC1	7%	-20%	-16%	4%	-14%	2%	-11%	i	0%
CCOc1ccc2oc(C(=O)Nc3ccc4c(c3)OCO4)c(C)c2c1	-8%	-22%	?	42%	-13%	?	-20%	i	14%
CCC(=O)NC(=S)Nc1ccc(S(=O)(=O)NC(C)C)cc1	-14%	-18%	0%	18%	-19%	-1%	i	i	3%
NS(=O)(=O)c1ccc(N2CCOCC2)c(C(=O)NCCCSc2ccccc2)c1	0%	15%	-5%	15%	8%	0%	-27%	i	-5%
COc1ccc(-c2nc3sc(CCNC(=O)c4cc(OC)c(OC)c(OC)c4)c(C)n3n2)cc1	·	19%	2%	-2%	-4%	·	-53%[inhibitor]	·	-9%
Nc1c(Br)c(=O)[nH]c(=O)n1-c1ccc(F)cc1	2%	-7%	5%	3%	-19%	0%	-13%	i	0%
O=C(NCc1ccc2c(c1)OCO2)c1ccc(C2SCC(=O)N2Cc2ccco2)cc1 (stereo not given)	-11%	-17%	-23%	51%	-4%	?	3%[57.5 µM]	i	-8%
C/C(CC(=O)Nc1ccc2c(c1)OCCO2)=N\NC(=O)COc1ccccc1C	6%	-2%	?	17%	-10%	0%	26%	i	1%
Cc1cc(C)c(NC(=O)CNC(=O)COC(=O)/C=C/c2cccs2)c(C)c1	1%	-15%	10%	19%	-23%	-4%	-4%	i	7%
O=C(c1ccc(Br)cc1)N1CCN(c2ncccn2)CC1	-6%	-3%	2%	-11%	-5%	·	-5%	i	-7%
CC(NC(=O)CCCCCNC(=O)N1CCn2c1nc1ccccc12)c1ccccc1 (stereo not given)	-2%	1%	?	39%	-2%	2%	?	i	-2%
O=c1c(-c2ccc(Br)cc2)coc2c(CN3CCOCC3)c(O)ccc12	4%	2%	1%	9%	-1%	-1%	-7%[57.5 µM]	i	-20%
COc1ccc(-n2nnnc2-c2cn(C)nc2C(F)(F)F)cc1	-15%	8%	-29%	-7%	-7%	-1%	i	i	-10%
COc1ccc(CNS(=O)(=O)c2ccc(C(=O)N(C)C)s2)cc1	·	11%	10%	-5%	-5%	·	i	·	-9%
CC/C=C(/NC(C)=O)c1ccccc1	0%	14%	8%	-18%	0%	2%	-4%	i	14%
CC(C)c1nn2c(=O)cc(COC(=O)c3ccccc3Cl)nc2s1	·	?	?	33%	-19%	·	-26%	·	-6%
CCC(=O)N1CCc2cc(Br)cc(S(=O)(=O)NCc3ccco3)c21	0%	-17%	0%	41%	3%	-7%	i	i	62%[activator]
COc1cc(OC)cc(-c2nc3ccccc3c(=O)o2)c1	-11%	0%	-17%	0%	5%	-11%	-4%[57.5 µM]	-99%*	-6%
COCCNC(=O)c1c(-c2ccccc2)c(-c2ccccc2)nn(C)c1=O	·	-4%	3%	?	-20%	·	?	·	3%
CC(C)C(OC(=O)CN1C(=O)c2ccccc2C1=O)C(=O)NC1CCCC1 (stereo not given)	-2%	-8%	15%	-12%	-3%	1%	i	i	-8%
CC1=C(C(=O)OC(C)(C)C)C(c2ccc3ccccc3c2)NC(=O)N1C (stereo not given)	15%	2%	?	25%	18%	0%	-18%	i	-13%
O=C(CNC(=O)c1ccc(Cl)cc1Cl)OCc1nc2ccccc2s1	-23%	-5%	-2%	20%	10%	-4%	i	i	-1%
CC1(C(=O)NC2CCCCCC2)CCN1C(=O)Cc1ccc(-c2ccccc2)cc1 (stereo not given)	?	5%	?	?	4%	·	-38%[inhibitor]	i	-1%
CCN(CC)C1CCN(C(=O)c2ccc(OC3CCN(Cc4ccccn4)CC3)cc2)C1 (stereo not given)	-2%	3%	-26%	9%	10%	-1%	?	i	?
CS(=O)(=O)N(CC(=O)N1CCN(Cc2ccc3c(c2)OCO3)CC1)C1CCCCC1	8%	-5%[9.22 µM]	-5%	9%	-2%	1%	i	i	-3%
OCc1ccccc1CN1CCCCCC1	1%	2%	-7%	6%	2%	·	i	i	0%
OCC[C@H]1C[C@H](O)[C@@H](O)[C@@]2(CCc3ccccc3CO2)O1	-1%	11%	18%	-25%	-4%	1%	-24%	i	4%
CC(=O)OC[C@H]1O[C@@H](n2ncc(=O)[nH]c2=O)[C@H](OC(C)=O)[C@@H]1OC(C)=O	?	-13%	?	-23%	29%	1%	3%	i	-2%
O=S1(=O)C=C(SCc2cccc(Cl)c2)Nc2ccccc21	0%	12%	0%	·	7%	0%	-1%	i	-2%
COc1ccc(/C=C2\SC(=O)N(CC(=O)N(C)C3CCS(=O)(=O)C3)C2=O)cc1 (stereo not given)	-4%	-8%	15%	-4%	9%	0%	-13%	i	5%
CCCC(C)(C)C(=O)N1CCC1(C)C(=O)NS(=O)(=O)c1cccc(Cl)c1 (stereo not given)	-2%	-1%	?	2%	-9%	·	-22%	i	-3%
N#Cc1cccc(NC(=O)CCC2CCCC2)c1	10%	17%	?	8%	13%	-1%	-2%[57.5 µM]	i	-18%
Cc1cc(C(=O)C[N+]2(C)CCOCC2)c(C)n1-c1ccc(Br)cc1	-1%	-1%	?	-9%	-23%	0%	i	i	-12%
OCC[C@@H]1C[C@H](O)[C@@H](O)[C@]2(OCCc3cc(Cl)ccc32)O1	-5%	7%	21%	-26%	-18%	·	-12%	i	-4%
CCOc1ccc(NC(=O)CCCc2cc(-c3ccc(OCC)cc3)on2)cc1	-10%	-4%	-2%	10%	-1%	0%	-2%[57.5 µM]	i	-15%
Cc1cc(C)c(/C=C/c2onc(C)c2S(=O)(=O)N2CCC(C(=O)Nc3cccc(C)c3C)CC2)c(C)c1	·	13%	10%	-5%	-16%	·	9%	·	7%
O=C(COC(=O)CCC1CCCC1)NCc1ccc(Cl)cc1	-7%	?	16%	-8%	-7%	0%	i	i	-1%
COc1ccccc1-c1cc(C(=O)NC(C)C)no1	0%	-12%	0%	31%	-20%	2%	-47%[inhibitor][57.5 µM]	i	5%
CCOC(=O)C1(C)CCCCCN1C(=O)c1ccco1 (stereo not given)	-2%	27%	24%	-20%	11%	·	3%	i	7%
CN(C)S(=O)(=O)c1ccc(C(=O)Nc2cccnc2)cc1	-6%	7%	7%	-27%	0%	3%	i	i	7%

Some entries already given with just TDP-43 yeast inh.
Compound	TDP-43 yeast inh
OCC[C@@H]1C[C@H](O)[C@@H](O)[C@]2(OCCc3cc(Cl)ccc32)O1	7%
CCOc1ccc(NC(=O)CCCc2cc(-c3ccc(OCC)cc3)on2)cc1	-4%
Cc1cc(C)c(/C=C/c2onc(C)c2S(=O)(=O)N2CCC(C(=O)Nc3cccc(C)c3C)CC2)c(C)c1	13%
O=C(COC(=O)CCC1CCCC1)NCc1ccc(Cl)cc1	?

Next records:
SMILES	aSyn yeast inh	TDP-43 yeast inh	GLP1R inv ag	FUS yeast rescue	Abeta yeast res	MmCpn inh	PTHR1 agonist	pAkt inh	GLP1R cytotox
O=C(COS(=O)c1ccccc1)Nc1cc(Cl)ccc1N1CCOCC1 (stereo not given)	3%	8%	-17%	2%	-9%	3%	-1%	i	4%
Cc1nn(C)cc1CN(C)C(=O)c1nn2c(c1Cl)NC(c1cccs1)CC2C(F)(F)F (stereo not given)	-5%	-29%	3%	59%	1%	1%	-3%[57.5 µM]	i	4%
Cc1ccc(S(=O)(=O)N2CCN(c3cccc(C)c3)CC2)cc1	9%	-7%	?	-16%	-1%	-2%	-25%	i	4%
O=C(c1cccc(Cl)c1)N1CCCC(C(=O)N2CCN(c3ccccc3)CC2)C1 (stereo not given)	10%	?	-24%	22%	18%	0%	-11%	i	13%
CCCn1c(N)c(N(CCOC)C(=O)c2ccc([N+](=O)[O-])cc2Cl)c(=O)[nH]c1=O	-7%	-10%	-3%	-1%	-12%	1%	-16%	i	-2%
